Bioassay records deposited in PubChem BioAssay by National Center for Advancing Translational Sciences (NCATS).
Pol eta inh – DNA polymerase eta (human) inhibition | Potency, µM (doses to about 114 µM), inactives show top-dose activity change, negative = inhibition, usual class: inhibitors | recombinant Pol eta, fluorescent DNA replication assay | 390,000 compounds, 1.2% hits; further: potency means the concentration at half of the fitted maximal effect; on the % scale 0 is the no-effect control and ±100 the full control effect
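Pol eta at 10 nM preincubated with compounds 15 min at room temperature; reaction started with fluorescent substrate (50 nM final) and read kinetically at 0 and 10 min.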
POLK inh – DNA polymerase kappa (human) inhibition. Q9UBT6. purified Pol kappa, fluorescent DNA synthesis assay, 10 min. Potency, µM (highest dose often 107 µM), for inactives: at the top dose activity, negative = inhibition, actives largely listed as inhibitors. 400,000 compounds, 0.53% hits; further: potency means the concentration at half of the fitted maximal effect; on the % scale 0 is the no-effect control and ±100 the full control effect
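10 nM Pol kappa preincubated 15 min at room temperature with compounds, then reaction started with substrate at 50 nM final. Fluorescence read kinetically at 0 and 10 min; buffer-only wells served as negative control.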
BLM helicase inh – Bloom syndrome helicase (human) inhibition. recombinant BLM DNA unwinding, fluorescence dequenching. P54132. Potency, µM (doses to about 56.1 µM), for inactives: top-dose activity change, negative = inhibition, usual class: inhibitors. 350,000 compounds, 0.2% hits. AID 2528;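 further: potency means the concentration at half of the fitted maximal effect; plate controls were vehicle for no effect and no enzyme for full effect; nearly all actives have a fitted effect of over 35% in size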
POLI inh – inhibitors of human DNA polymerase iota. Q9UNA4. Pol iota fluorescent replication assay, 10 min. Potency, µM (top dose mostly 115 µM), without a hit: at the top dose activity, negative = inhibition, hits mostly inhibitors. 390,000 compounds, 1% hits; further: potency means the concentration at half of the fitted maximal effect
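Pol iota at 10 nM preincubated 15 min with compounds at room temperature; reaction started with fluorescent substrate, 50 nM final. Fluorescence read kinetically at 0 and 10 min; buffer-only wells as negative control.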
Pol beta inh – DNA polymerase beta (human) inhibition | AID 485314 | Potency, µM (titrated, usually from 114 µM), without a hit: at the highest dose activity change, negative = inhibition, usual class: inhibitors | 340,000 compounds, 1.3% hits | Pol beta primer extension/strand displacement, fluorescence kinetic | P06746; further: potency means the concentration at half of the fitted maximal effect; on the % scale 0 is the no-effect control and ±100 the full control effect
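Reaction started by 50 nM substrate onto compound-treated Pol beta (10 nM, 15 min preincubation, room temperature); plates read at 0 min and 10 min. Normalized concentration-effect data fitted by four-parameter Hill equation.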
PGK inhibitor – blocks T. brucei phosphoglycerate kinase; PGK/GAPDH coupled, Kinase-Glo luminescence, 60 min; Potency, µM (series often up to 57.5 µM), without a hit: at the highest dose activity change, negative = inhibition, actives largely listed as inhibitors; P07378; 380,000 compounds, 0.043% hits; AID 602233; further: potency means the concentration at half of the fitted maximal effect; on the % scale 0 is the no-effect control and ±100 the full control effect; nearly all actives have a fitted effect of over 60% in size
Target sequence (P07378 whole entry, looked up): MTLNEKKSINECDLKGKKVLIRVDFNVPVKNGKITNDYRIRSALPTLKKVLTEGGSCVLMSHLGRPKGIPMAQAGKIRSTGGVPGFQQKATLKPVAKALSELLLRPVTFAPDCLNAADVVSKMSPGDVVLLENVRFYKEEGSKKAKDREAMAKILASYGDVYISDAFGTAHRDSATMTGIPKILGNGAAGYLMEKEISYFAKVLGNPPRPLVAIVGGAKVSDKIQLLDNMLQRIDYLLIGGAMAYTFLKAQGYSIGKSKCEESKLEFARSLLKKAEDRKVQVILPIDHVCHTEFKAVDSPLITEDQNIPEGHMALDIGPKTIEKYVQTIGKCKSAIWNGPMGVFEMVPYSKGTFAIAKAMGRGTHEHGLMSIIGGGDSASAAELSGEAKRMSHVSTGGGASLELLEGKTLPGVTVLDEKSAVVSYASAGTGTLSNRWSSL
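Recombinant glycosomal PGK reaction used 1,3-bisphosphoglycerate generated in-well by GAPDH (100nM final) in 100mM TEA pH 7.6, 5mM MgCl2, 0.01% Tween-20. After 60 minutes at room temperature, ATP was read by Kinase-Glo Plus luminescence end-point.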
Anesthetic bind – candidate novel general anesthetic via apoferritin binding. apoferritin/1-aminoanthracene competitive binding, fluorescence. P02791. Potency, µM (top dose mostly 77.5 µM), for the others: top-dose activity change, negative = displacement, most hits filed as inhibitors. 350,000 compounds, 0.074% hits; further: potency means the concentration at half of the fitted maximal effect; on the % scale 0 is the no-effect control and ±100 the full control effect; nearly all actives have a fitted effect of over 20% in size
Target sequence (P02791 2-175 limits assumed): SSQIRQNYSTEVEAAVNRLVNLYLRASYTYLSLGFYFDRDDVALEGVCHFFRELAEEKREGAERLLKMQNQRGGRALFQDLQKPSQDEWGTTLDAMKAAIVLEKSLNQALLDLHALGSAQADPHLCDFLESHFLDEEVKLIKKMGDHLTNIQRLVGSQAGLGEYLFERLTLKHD
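Read-out: endpoint 1-AMA fluorescence, excitation 380 nm and emission 535 nm, after compounds sit 10 min at room temperature with 10 uM horse-spleen apoferritin in 50% saturated 1-AMA/PBS. Values come from four-parameter Hill fits.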
APE1 inh – blocks human APE1 abasic DNA cleavage. recombinant APE1, TAMRA/BHQ-2 abasic DNA cleavage fluorescence. Potency, µM (doses to about 65.8 µM), inactives show at the highest dose activity change, negative = inhibition, actives largely listed as inhibitors. 350,000 compounds, 0.35% hits;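 further: potency means the concentration at half of the fitted maximal effect; plate controls were vehicle for no effect and reference inhibitor for full effect; nearly all actives have a fitted effect of over 55% in size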
Target sequence (P27695 whole entry, looked up): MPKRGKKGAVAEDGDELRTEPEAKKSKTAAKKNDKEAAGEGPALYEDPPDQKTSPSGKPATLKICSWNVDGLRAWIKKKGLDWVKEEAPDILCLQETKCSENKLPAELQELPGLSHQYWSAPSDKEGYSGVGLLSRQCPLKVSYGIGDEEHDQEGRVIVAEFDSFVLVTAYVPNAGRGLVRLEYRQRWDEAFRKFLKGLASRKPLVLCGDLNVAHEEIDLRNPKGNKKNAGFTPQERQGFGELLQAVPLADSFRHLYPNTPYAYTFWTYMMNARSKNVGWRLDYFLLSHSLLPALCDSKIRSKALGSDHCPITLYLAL
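Measures dequenching upon AP-site incision of a 5'-TAMRA/3'-BHQ-2 THF-containing duplex, 50 nM; human APE1 0.75 nM after 15 min room-temperature exposure to compound; kinetic three-point read at one-minute spacing.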
RXFP1 antagonist – blocks the human relaxin receptor RXFP1; Q9HBX9; HEK293-RXFP1, relaxin-stimulated cAMP HTRF, 30 min; stronger effect = lower value; activity change, negative = inhibition, % at 57.5 µM; 350,000 compounds, 0.59% hits; AID 1259400;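 active means activity change of -60% or lower, but not beyond a set lower limit; inconclusive means change between -60% and -40%, or beyond the set limit; inactive means change above -40%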; further: on the % scale 0 is the no-effect control and ±100 the full control effect
Starred values were filed as active, the others as inactive; i = inactive; ? = inconclusive; . = no result given; [ ] = another dose, or the depositor's remark. Unless noted, the call rests on the fitted dose curve; in most records, active means well fitted curve in the direction sought with a large enough effect; inconclusive means small, poorly fitted or top-dose-only effect, or another doubt; inactive means no such curve, though single readings can be large; an effect the other way counts as inactive or inconclusive. Not all compounds are listed, so the mix of outcomes need not match the whole.

SMILES | Pol eta inh | POLK inh | BLM helicase inh | POLI inh | Pol beta inh | PGK inhibitor | Anesthetic bind | APE1 inh | RXFP1 antagonist
C=CCN(c1ccccc1)S(=O)(=O)c1ccc2c(c1)NC(=O)C(C)S2 (stereo not drawn) | -8.5% | -11.5% | -6.7% | 8.3% | 0.9% | -6.4% | 7.2% | 4.8% | 3.7
COc1ccc(S(N)(=O)=O)cc1C(=O)OCCCOC(=O)c1cc(S(N)(=O)=O)ccc1OC | -25.4% | 0.7% | -8.6% | 9.2% | 19.9% | 7.7% | -10.7% | 33.4% | -0.6
Cn1cc(C(=O)Nc2ccc(Cl)cc2)c(C(F)(F)F)n1 | -2.0% | -1.1% | -3.0% | 4.2% | ? | . | -3.4% | ? | -0.4
N#Cc1ccc(NC(=O)COC(=O)CCc2ccc(S(=O)(=O)N3CCCCC3)cc2)cc1 | -26.3% | -10.9% | -3.8% | -14.8% | 0.7% | -3.5% | -1.6% | -3.6% | 6.3
CCOC(=O)c1[nH]c(=O)[nH]c1CSc1nc(C)cc(C)n1 | -11.8% | -2.3% | -2.1% | -7.4% | -15.8% | i | -9.2% | 12.5% | 0.7
CCOc1cc(/C=N/NC(N)=O)ccc1OC(=O)c1ccc(C)cc1 | . | . | -1.0% | . | 6.0% | . | ? | -6.6% | .
Cc1ccc(S(=O)(=O)CC(=O)N2CCN(c3nc4c(F)cccc4s3)CC2)cc1 | -10.9% | -4.1%[60.1 µM] | -3.0% | 10.6% | -14.4% | -2.6% | 32.5%[activator] | . | -10.0
CCN(CC(=O)N1CCCC1)S(=O)(=O)c1ccc(Br)cc1 | -12.5% | -16.0% | -0.1% | 222.8%[activator] | 34.8% | 0.3% | -1.0% | 17.1% | 6.3
CCc1ccccc1N(C)S(=O)(=O)c1ccc2[nH]cc(C(=O)NCCOC)c(=O)c2c1 | -3.5% | -12.1%[60.1 µM] | -4.3% | 19.9% | -12.6% | -1.1% | 4.4% | . | -27.0
CCOc1cc(/C=N/NC(=O)c2cccnc2)ccc1OC(=O)c1ccco1 | -17.5% | -1.4% | -7.1% | 78.0%[activator] | 2.4% | -0.5% | -9.6% | -6.4% | -10.7
O=c1oc2ccccc2c(Nc2ccc(O)cc2)c1[N+](=O)[O-] | -12.8% | -1.9% | -6.9% | 30.5%[activator] | 18.9% | -3.0% | ? | 20.9% | -3.8
Oc1ccc(O)c(Cc2nc3ccccc3[nH]2)c1 | 2.2% | -19.4% | -4.2% | -9.7% | 0.2% | 9.0% | -11.4% | -1.9% | 11.9
O=C(COc1ccc(Cl)cc1)N(Cc1ccc(F)cc1)C1CCS(=O)(=O)C1 (stereo not drawn) | -8.5% | -7.4% | -4.5% | -14.0% | 25.2% | 11.0% | -2.8% | -6.7% | -1.3
Cc1ccc(S(=O)(=O)N/N=C\c2ccc(Cl)c([N+](=O)[O-])c2)cc1 | -1.3% | 7.0% | -2.7% | 121.4%[activator] | -10.8% | -3.9% | 5.0% | -0.8% | 13.1
Cc1c(NS(=O)(=O)c2ccc(S(=O)(=O)c3ccccc3)s2)c(=O)n(-c2ccccc2)n1C | -0.8% | -6.4% | -2.2% | 118.4%[activator] | 33.2% | i | -15.9% | -2.1% | -8.0
COc1ccc(NC2CCCN(C(=O)CCC(=O)c3ccc(F)cc3)C2)cc1 (stereo not drawn) | -18.2% | -9.2% | 1.4% | 4.9% | 47.0% | i | -11.8% | -3.8% | -2.5
CCN1C[C@@H]2[C@@H]3C(=O)N(C)C(=O)[C@@H]3[C@](CC)(C1=O)N2C(=O)c1ccc(Cl)cc1 | -18.8% | 5.7% | . | 11.3% | . | -3.3% | . | . | .
CCOc1ccc(C(=O)NC(=S)Nc2ccc(NC(=O)C(C)C)cc2)cc1[N+](=O)[O-] | -3.0% | -3.5% | -1.6% | -7.0% | 6.9% | -5.0% | ? | -4.4% | -2.6
O=C(/C=C/c1cn(-c2ccccc2)nc1-c1cccnc1)c1ccco1 | -28.6% | -2.0% | -7.6% | 42.5%[activator] | -18.2% | 2.5% | -0.4% | 1.1% | -25.1
CSc1ccc(S(=O)(=O)NCC(=O)OCC(=O)N(C)CC(=O)Nc2ccccc2Cl)cc1[N+](=O)[O-] | -8.9% | -0.7% | . | -8.7% | . | -2.8% | . | 0.5% | -24.2
O=C(Nc1ccc(S(=O)(=O)N2CCOCC2)cc1)c1cccc([N+](=O)[O-])c1 | -19.5% | -1.6% | -7.6% | 67.8%[activator] | 2.0% | -0.9% | ? | 45.7%[activator] | -0.9
O=C(NC(Cc1ccccc1)C(=O)NCCc1ccccn1)c1ccccc1 (stereo not drawn) | -3.0% | 5.3% | -4.6% | 117.4%[activator] | -4.6% | 0.8% | 6.0% | 66.4%[activator] | 16.2
CC1=C(C(=O)Nc2cc(Cl)ccc2C)C(c2sccc2C)n2ncnc2N1 (stereo not drawn) | -21.3% | -2.1%[60.1 µM] | 0.2% | -2.3% | ? | -5.2% | -6.4% | . | .
CC(C)(C)n1nnnc1CN1C2CCC1CC(NC(=O)Nc1ccccc1)C2 (stereo not drawn) | -6.2% | 4.2% | -1.1% | -15.9% | -0.3% | 5.0% | -7.6% | 16.4% | 2.3
C#CCOCCOCCOCCNc1nc(N2CCN(C(=O)CCCCCCCCCCNC(=O)Cn3cc(CCCCCN)nn3)CC2)nc(N2CCN(C(=O)CCCCCCCCCCNC(=O)[C@@H](CCSC)n3cc(CCO)nn3)CC2)n1 | ? | -2.2% | . | ? | . | 13.8% | . | ? | .

The list goes on.
SMILES | Pol eta inh | POLK inh | BLM helicase inh | POLI inh | Pol beta inh | PGK inhibitor | Anesthetic bind | APE1 inh | RXFP1 antagonist
O=C(O)c1cc(-c2ccccc2)n(-c2ccccc2C(=O)O)n1 | -0.6% | -13.6% | 4.1% | 1.1% | 41.1% | -3.7% | -5.1% | -0.3% | -7.5
CCOC(=O)c1cc(OC(=O)c2cc(OC)c(OC)c(OC)c2)n(-c2ccccc2)n1 | -4.3% | -9.4% | -1.6% | -5.7% | 18.3% | 3.5% | -5.3% | . | .
O=C(CN1CCN(c2ccccc2F)CC1)NC(=O)NC1CCCCC1 | 2.2% | -5.0% | . | 31.1%[activator] | . | 0.2% | . | 7.0% | -11.9
COc1ccc(OC)c(NS(=O)(=O)c2ccc(SC)cc2)c1 | -13.1% | -4.9% | 1.3% | 5.1% | 1.7% | -0.6% | -5.2% | -2.5% | -13.8
Cc1ccc(-c2csc(NC(=O)C[n+]3cc(-c4ccc(C)cc4)n4c3CCC4)n2)cc1 | -20.0% | -2.8% | -5.5% | 146.1%[activator] | -24.4% | -2.6% | -3.8% | 5.5% | -11.3
OC(COc1ccc(Br)cc1)CN1CCC(Cc2ccccc2)CC1 (stereo not drawn) | -19.1% | 1.8% | -2.1% | -1.4% | 25.0% | -2.4% | -12.9% | 6.0% | -12.6
COc1ccc2[nH]cc(CCNC(=O)c3ccc([N+](=O)[O-])cc3)c2c1 | 7.8% | -16.2% | -1.6% | 148.3%[activator] | 1.9% | -3.4% | -14.2% | 2.6% | -13.7
CC(C)Cn1c(-c2ccc(S(=O)(=O)N3CCCC3)cc2)csc1=Nc1ccccc1 | -8.8% | -9.5% | -7.8% | -20.6% | 1.1% | -8.8% | 156.4%[activator] | . | .
COc1ccc(-c2nc3ncccc3o2)cc1NC(=O)c1ccco1 | -19.5% | -9.9% | 0.1% | 41.1%[activator] | ? | -3.0% | 29.2% | 34.5% | 4.2
CN(C)/C=C/C(=C\C(=O)C(F)(F)F)Nc1ccc(C(F)(F)F)cc1 | -12.2% | -3.1% | -2.9% | 47.1% | 1.1% | -5.9% | ? | 0.8% | 5.2
O=C1CC(c2ccco2)CC(O)=C1C=Nc1cc(Cl)ccc1Cl (stereo not drawn) | ? | ? | -17.9% | 22.4µM* | 39.8µM* | -6.1% | -3.0% | ? | 0.9
O=C(CSc1nc(=O)n(Cc2ccccn2)c2c1CCC2)Nc1ccccc1 | -7.1% | -9.7%[60.1 µM] | -0.1% | 7.4% | -24.2% | 8.9% | -9.1% | . | 0.9
COc1ccc(NS(=O)(=O)c2cc3c4c(c2)C(C)C(=O)N4CCC3)cc1 (stereo not drawn) | -11.9% | 5.0% | -2.4% | 23.9% | 32.0% | -3.5% | -9.6% | 40.5%[activator] | -5.5
COc1ccc(NC(=O)c2cc(C(C)=O)n3ccccc23)cc1 | -26.0% | 2.7% | -4.0% | 26.3% | 0.8% | -2.9% | -11.6% | . | -21.0
Cc1ccc(C(=O)Nc2ncnc3sc4c(c23)CCCCC4)cc1 | -11.9% | -2.4% | -2.0% | 7.8% | -0.2% | -5.2% | -17.8% | -3.1% | -11.8

Full records, quoted from the list.
COc1ccc(NS(=O)(=O)c2cc3c4c(c2)C(C)C(=O)N4CCC3)cc1 (stereo not drawn) is listed with Pol eta inh = -11.9%; POLK inh = 5.0%; BLM helicase inh = -2.4%; POLI inh = 23.9%; Pol beta inh = 32.0%; PGK inhibitor = -3.5%; Anesthetic bind = -9.6%; APE1 inh = 40.5%[activator]; RXFP1 antagonist = -5.5
COc1ccc(NC(=O)c2cc(C(C)=O)n3ccccc23)cc1 is listed with Pol eta inh = -26.0%; POLK inh = 2.7%; BLM helicase inh = -4.0%; POLI inh = 26.3%; Pol beta inh = 0.8%; PGK inhibitor = -2.9%; Anesthetic bind = -11.6%; APE1 inh = .; RXFP1 antagonist = -21.0
O=C(CN1CCN(c2ccccc2F)CC1)NC(=O)NC1CCCCC1 is listed with Pol eta inh = 2.2%; POLK inh = -5.0%; BLM helicase inh = .; POLI inh = 31.1%[activator]; Pol beta inh = .; PGK inhibitor = 0.2%; Anesthetic bind = .; APE1 inh = 7.0%; RXFP1 antagonist = -11.9
